# Source: PubChem BioAssay
# STAT3 blocker: IL-6 driven STAT3 reporter inhibitors, primary screen, U3A cells, luciferase, luminescence, MLSCN library | IL-6 STAT3-luciferase reporter; host cell line lacks STAT1 | inhibition, % at 5.5 µM | actives 0.89% (n = 190,000);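 active means inhibition above the mean inhibition across all screened compounds plus 3 SD, cut at about 44% in these data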;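 further: 0% = DMSO only wells and 100% = 100 µM nifuroxazide control wells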
# DTT redox prof: compounds producing H2O2 with reducing agent – biochemical, NIH compound library profiling, artefact control for MLSCN library redox annotation, primary screen | DTT-dependent redox cycling H2O2, phenol red/HRP absorbance; 100% = 100 µM peroxide control, 0% = buffer | activation, % at 10 µM | actives 0.03% (n = 200,000) | AID 878, 2007;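 active means activation of at least 50% relative to the plate's high and low controls in the primary single-dose screen; inactive means activation below 50%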;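 further: compound incubated with DTT at 0.8 mM final as the reducing agent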
# TLR4 MyD88 comp: inhibitors of TLR4-MyD88 association in cells, primary screen, cell-based, HeLa CL3-4, BLA complementation, FRET ratio | Toll-like receptor 4 (Homo sapiens) + Myeloid differentiation primary response protein … | inhibition, % at 8.4 µM | actives 0.18% (n = 200,000) | AID 861, 2007 | HeLa CL3-4 TLR4/MyD88 BLA complementation; in the data active means inhibition above about 25%;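 further: 0% = vehicle and 100% = reference inhibitor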
# Target sequence (O00206 whole entry, looked up): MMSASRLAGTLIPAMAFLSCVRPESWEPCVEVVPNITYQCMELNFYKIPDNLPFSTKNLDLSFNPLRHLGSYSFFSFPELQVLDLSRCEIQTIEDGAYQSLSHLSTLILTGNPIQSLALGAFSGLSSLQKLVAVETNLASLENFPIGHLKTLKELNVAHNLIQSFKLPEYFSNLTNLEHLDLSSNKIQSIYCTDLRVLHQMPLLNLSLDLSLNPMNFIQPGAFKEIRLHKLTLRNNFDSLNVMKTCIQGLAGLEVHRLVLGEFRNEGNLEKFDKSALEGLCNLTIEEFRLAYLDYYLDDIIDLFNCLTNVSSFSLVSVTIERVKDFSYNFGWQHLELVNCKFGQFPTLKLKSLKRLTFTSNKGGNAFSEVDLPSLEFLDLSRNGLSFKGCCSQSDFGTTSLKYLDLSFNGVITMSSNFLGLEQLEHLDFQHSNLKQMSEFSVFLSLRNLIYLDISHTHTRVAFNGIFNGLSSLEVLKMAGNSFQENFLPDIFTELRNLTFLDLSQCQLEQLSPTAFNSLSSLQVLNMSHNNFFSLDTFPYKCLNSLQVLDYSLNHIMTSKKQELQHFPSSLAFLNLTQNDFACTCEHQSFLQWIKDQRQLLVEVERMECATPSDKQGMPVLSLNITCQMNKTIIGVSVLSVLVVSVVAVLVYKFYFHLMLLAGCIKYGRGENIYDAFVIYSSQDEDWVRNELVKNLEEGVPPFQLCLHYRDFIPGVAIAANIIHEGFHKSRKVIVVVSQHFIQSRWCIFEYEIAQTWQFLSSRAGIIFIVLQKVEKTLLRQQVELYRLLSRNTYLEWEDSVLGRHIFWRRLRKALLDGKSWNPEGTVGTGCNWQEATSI
# Target sequence (Q99836 whole entry, looked up): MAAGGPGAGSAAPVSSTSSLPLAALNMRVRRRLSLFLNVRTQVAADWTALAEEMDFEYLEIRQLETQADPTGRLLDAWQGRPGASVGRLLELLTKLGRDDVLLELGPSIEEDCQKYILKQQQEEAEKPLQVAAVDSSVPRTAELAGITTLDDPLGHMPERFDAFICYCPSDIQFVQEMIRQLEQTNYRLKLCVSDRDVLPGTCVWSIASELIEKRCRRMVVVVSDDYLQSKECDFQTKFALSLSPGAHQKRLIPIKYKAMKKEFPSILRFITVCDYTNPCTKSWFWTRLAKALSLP
# STAT1 act: STAT1 signaling activators, primary screen, cell-based, HTS, luciferase reporter. NIH 3T3 STAT1-luciferase reporter, IFN-gamma, luminescence; 100% = IFN-gamma alone, no compound. AID 932, 2007. activation (% of control), % at 5.5 µM. actives 2.6% (n = 200,000);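 active means activation above the screen-wide mean activation plus 3 SD, cut at about 130% in these data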;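 further: raw ratio to IFN-gamma control signal so 100% means no change and 0% no light; values of inactives mirror those of a sister screen read the other way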
# STAT1 blocker: STAT1 signaling inhibitors, primary screen, cell-based, HTS, luciferase reporter. AID 920, 2007. inhibition, % at 5.5 µM. actives 0.35% (n = 200,000). NIH 3T3 STAT1-luciferase reporter, IFN-gamma, luminescence;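 active means inhibition above a set limit, the mean inhibition across all tested compounds plus 3 SD, cut at about 34% in these data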;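 further: 0% = IFN-gamma with DMSO and 100% = IFN-gamma with 300 µM nifuroxazide; values of inactives mirror those of a sister screen read the other way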
# HMGR II inh: inhibitors of E. faecalis class II HMGR, primary screen, biochemical, Enterococcus faecalis | HMG-CoA reductase (Enterococcus faecalis, mvaE) | purified E. faecalis HMGR, NADPH absorbance 340 nm kinetic | inhibition, % at 10 µM | actives 0.41% (n = 190,000);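 active means inhibition above a set limit, the median over all tested compounds plus 3 SD, cut at about 9.5% in these data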;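 further: enzyme runs in reverse so mevalonate oxidation gives rising NADPH absorbance; 0% = complete reaction with DMSO and 100% = background rate lacking mevalonate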
# Hsp70 activator: Hsp70 transcriptional activators, primary screen, cell-based, HeLa, Hsp70 promoter luciferase, luminescence, 10 µM | AID 1203, 2008 | actives 0.04% (n = 200,000) | activation, % at 10 µM | HeLa Hsp70 promoter luciferase reporter; scaled: vehicle 0, proteasome-inhibitor control 100%;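 active means activation above the mean across all tested compounds plus 3 SD, cutoff set per campaign, cut at about 5.5% in these data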;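 further: 100% = MG132 at 30 µM as the positive control and 0% = DMSO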
# STAT3 activator: IL-6 driven STAT3 reporter potentiators, primary screen, U3A cells, luciferase, luminescence, MLSCN library; IL-6 STAT3-luciferase reporter; 100% = signal with IL-6 EC80 alone; activation (% of control), % at 5.6 µM; actives 0.91% (n = 190,000);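 active means activation above the screen-wide mean of compound activation plus 3 SD, cut at about 130% in these data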;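 further: 0% = background luminescence of wells with medium and substrate only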
#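 Material: STAT1-lacking human U3A cells, STAT3 luciferase reporter | Benchmarks: IL-6-only wells as 100% reference | Probe or stimulus: IL-6 (33 ng/mL) | Timing: Compound 1 h, then IL-6 6 h at 37 °C | Detection: Luminescence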
# APP 5'UTR act: activators of APP 5'UTR luciferase reporter, primary screen, SH-SY5Y cells; SH-SY5Y APP 5'UTR luciferase reporter, luminescence; zero percent = DMSO vehicle wells; activation, % at 2 µM; actives 1% (n = 190,000); AID 1276, 2008;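 active means activation above a set limit, based on mean plus 3 SD of controls, cut at about 140% in these data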; further: values of inactives mirror those of a sister screen read the other way
# NF-kB neuron act: activators of NF-kB expression in neurons, primary screen, cell-based, HTS; human neuronal cells, NF-kB reporter expression; stronger effect = higher value; fold change at 12.5 µM; actives 1.6% (n = 190,000); in the data active means fold change above about 3.3
# Starred values were filed as active, the others as inactive.
SMILES,STAT3 blocker,DTT redox prof,TLR4 MyD88 comp,STAT1 act,STAT1 blocker,HMGR II inh,Hsp70 activator,STAT3 activator,APP 5'UTR act,NF-kB neuron act
CCOc1ccc(C(C)(N)C(=O)O)cc1 (configuration not stated),-1.8,-3.7,0.7,99.5,0.5,4.3,0.4,105.1,-2.1,1.1
COc1ccc(N(CC(=O)NCCSCc2ccco2)S(=O)(=O)c2ccccc2)cc1,1.6,8.7,-13.8,105.9,-5.7,2.9,-0.3,100.6,-3.7,0.75
N#Cc1ccsc1NC(=O)CN1CCN(Cc2ccccc2)CC1,-4.8,-1.1,2.4,97.2,1.1,3.2,-0.2,107.2,5.7,1.05
CCOc1ccc2ccccc2c1/C=N/NC(=O)CNC(=O)Cc1ccccc1,3.1,-0.6,3.6,99.5,0.6,-1.7,-0.3,97.6,-0.2,0.92
COc1ccc(-n2cnnc2SCC(=O)c2ccc(S(=O)(=O)N3CCOCC3)cc2)cc1,9.5,-0.2,-16.0,96.0,3.1,-0.4,-0.2,97.3,-6.9,0.87
Cc1nn(Cc2c(Cl)cccc2Cl)c(C)c1NC(=O)CCCn1nc(C)c([N+](=O)[O-])c1C,5.5,0.4,-8.9,91.9,9.1,-9.9,-0.2,95.3,16.9,1.03
Cc1ccc(CN2CCN(C(=O)c3ccncc3)CC2)cc1,6.8,-0.3,6.8,98.0,2.3,1.2,-0.2,101.5,20.7,1.01
CCOC(=O)N1CCN(C(=O)CSc2nc3ccccc3c(=O)n2-c2ccccc2)CC1,7.4,3.1,-1.3,93.0,7.7,-1.1,-0.3,98.2,-21.2,0.38
O=C(CCCc1ccccc1)Nc1cccc(C(=O)O)c1,73.0*,-0.3,-9.0,32.9,71.2*,0.7,-0.6,40.0,13.5,2.85
Cc1ccc(OCC(=O)Nc2ccc(N3CCN(C(=O)c4ccco4)CC3)cc2)cc1C,14.9,0.0,4.3,92.0,6.8,-1.9,0.1,89.3,-5.9,1.06
CCOC(=O)C1(CC2CCCCO2)CCN(Cc2ccc(OC)cc2F)CC1 (configuration not stated),2.8,-0.7,-2.0,83.5,16.8,1.8,-0.4,102.1,-0.9,0.81
CC1CN(C2=N/C(=C/c3ccc4c(c3)OCO4)C(=O)N2)CC(C)O1 (configuration not stated),9.8,1.2,-6.7,127.2,-30.8,-3.3,-0.3,101.5,-9.9,1.19
O=C(/C=C/c1cccc(F)c1)N(c1ccccn1)C1CCCCC1,-11.2,0.5,-2.7,97.7,2.5,-0.8,-0.3,104.9,33.2,0.92
CCOC(=O)CNC(=O)c1sc2ncnc(N3CCc4ccccc4C3)c2c1C,5.9,-9.8,0.5,95.0,5.4,1.7,-0.4,101.4,-3.0,0.7
CCOC(=O)C1CCCN(C(=O)Cn2sc3nc(C)cc(C)c3c2=O)C1 (configuration not stated),1.9,-1.3,10.0,98.8,1.3,-0.3,-0.2,102.4,10.8,1.23
CNC(=S)NC1CC2CCCC(C1)N2Cc1ccco1 (configuration not stated),18.2,0.8,-5.3,99.2,1.0,2.4,-0.1,87.5,21.7,1.19
CCN1CCN(c2cc(C)c3cc(NC(=S)N4CCCCC4)ccc3n2)CC1,-4.0,-2.0,-8.8,110.0,-10.6,0.7,0.8,103.0,31.7,0.87
COc1ccc(C(=O)Oc2cc(OC)cc(OC)c2C(C)=O)cc1,4.6,0.0,-10.3,96.6,3.8,-1.3,-0.3,93.7,-7.2,0.83
Cc1cccc(OCc2n[nH]c(=S)n2-c2ccccc2)c1,0.0,-0.3,9.2,95.5,3.9,1.9,0.2,106.6,6.4,1.16
Cc1c(C(=O)OCC2CCCO2)[nH]c2c1C(=O)CC(c1ccco1)C2 (configuration not stated),6.2,1.0,-8.6,95.7,4.8,-0.3,-0.2,97.9,-33.0,0.54
C/C(=C\C(=O)c1sccc1Cl)N(C)C,1.3,0.3,5.6,99.7,-3.0,3.9,0.3,102.9,12.6,0.96
Cn1c(C(=O)NCc2ccccn2)cc2c(=O)n(C)c3ccccc3c21,21.6,-0.4,-11.3,100.7,-0.8,-7.6,-0.1,88.8,-0.9,0.88
Nc1nc(C(=O)N2CCOCC2)nn1S(=O)(=O)c1ccccc1,1.1,0.0,2.9,101.4,-1.6,-5.4,-0.2,103.4,-9.4,1.16
C[C@H](NC(=O)c1ccccc1Cl)C(=O)OC(C(=O)Nc1cc(C(F)(F)F)ccc1Cl)c1ccccc1 (some centres not stated),7.4,-0.3,-8.9,91.8,9.0,-2.7,-0.4,96.7,-4.6,1.08
CC(C)c1nc2oc3c(NCC4CCCO4)ncnc3c2c2c1CCC2 (configuration not stated),15.6,-0.9,-6.7,102.3,-2.5,-5.1,-0.2,89.9,-4.5,0.41
Cc1csc(NC(=O)c2cn3ccccc3n2)n1,95.5*,0.2,10.3,39.1,64.7*,1.9,-0.3,23.0,68.1,0.97
CCc1nc(Nc2ccc3nccnc3c2)c2oc3ccccc3c2n1,-6.6,4.7,-0.3,98.2,2.0,-2.8,-0.3,108.7,3.8,0.39
COc1ccc(CCN(C)Cc2ccc(OCc3ccccc3)c(OC)c2)cc1OC,10.7,-4.5,1.3,94.0,6.8,-2.4,0.1,97.4,13.5,1
COc1cccc(-n2c(Cn3nc(C(F)F)cc3C(F)F)n[nH]c2=S)c1,-1.6,-0.3,-3.2,105.3,-5.9,0.7,-0.4,99.2,5.0,1.05
COC(=O)c1ccccc1NC(=O)NCc1cccnc1,-1.1,1.0,13.9,100.2,-0.2,-8.3,-0.3,101.8,-2.2,1.3
COc1ccc(CNC(=O)C2CCCN(Cc3nc(-c4cccc(C)c4)oc3C)C2)cc1 (configuration not stated),16.1,-0.1,11.3,89.2,9.8,-5.4,-0.2,91.2,19.0,1.04
Cc1nnc2ccc(N3CCCC3)nn12,-1.7,0.5,15.3,104.2,-2.9,-2.9,-0.1,104.0,-44.4,1.19
COC(=O)c1cc(-c2ccc(C)cc2)n[nH]1,18.7,-1.3,10.2,125.5,-29.4,-3.1,0.9,87.5,3.7,1.81
Cn1ccsc1=NC(=O)c1ccc(Cl)cc1,-20.0,-0.2,0.0,155.9*,-64.9,-1.4,-0.2,121.1,112.9,2.66
COc1ccccc1NC(=O)c1cc([N+](=O)[O-])ccc1NCCN1C(=O)CCC1=O,4.6,-2.3,-0.4,103.2,-5.5,-10.8,0.2,102.2,-1.7,1.1
Cc1ccc(NC(=O)CSc2nc3ccccc3c(=O)n2CCCN2CCCCC2)cc1C,5.3,0.0,-8.6,105.2,-5.8,-4.1,-0.2,98.6,0.2,0.8
Oc1c(Br)cc(Cl)cc1C=Nc1ccc(N2CCOCC2)cc1,7.1,0.1,-2.0,95.8,2.7,-6.4,-0.1,95.9,7.2,1.34
O=C(O)c1ccc(S(=O)(=O)NC2CCCCC2)cc1,10.8,-0.2,-2.5,97.9,2.3,-2.8,-0.2,96.2,5.5,1.34
CCCSc1nnc2nc3c(nn12)c1ccccc1n3C,6.4,-0.4,-15.3,100.8,-0.8,2.4,0.1,99.1,6.4,0.99
CSc1ccccc1C(=O)NCc1ccc(S(N)(=O)=O)cc1,-4.1,0.2,-16.0,101.8,-1.9,-3.5,-0.5,103.7,6.8,0.9
CCSc1nnc(NC(=O)CSc2nnc(Cc3cccn3C)n2-c2ccc(F)cc2)s1,5.1,-1.1,-4.0,94.2,6.4,-6.6,-0.7,100.6,12.2,0.94
C/C(=N\Nc1nc2c(s1)CCCC2)c1ccccc1,-101.1,-0.4,-14.4,149.0*,-53.0,2.7,0.2,184.4*,15.3,2.12
CC1(NC(=O)c2cc(S(=O)(=O)N3CCCCC3)ccc2Cl)CCS(=O)(=O)C1 (configuration not stated),5.3,0.4,-2.1,94.3,6.2,-1.8,-0.4,93.2,-4.8,1.11
COc1ccc(C(=O)N2CCC(C(=O)Nc3ccc(OC)c(OC)c3)CC2)cc1,1.6,-9.4,-7.5,100.3,-0.3,-4.7,-0.2,101.1,-2.0,0.89
c1ccc(-c2nnc(NC3=NCCC3)o2)cc1,44.1*,0.1,-15.4,116.4,-21.7,-1.6,0.2,66.6,122.0,0.97
Cc1ccccc1N1C(=O)c2sc3nc4c(c(=O)n3c2C1=O)CCC4,19.1,-0.1,12.4,103.6,-3.9,2.4,-0.2,86.7,9.8,1.09
COC(=O)C1=C(C)NC(C)=C(C(=O)OC)C1c1ccc(OC(=O)c2ccco2)cc1,2.8,-0.2,-3.9,97.6,2.6,1.0,0.2,101.3,-0.1,1.27
Cc1cccc(C)c1N1CCN(S(=O)(=O)N2CCCCC2)CC1,-7.4,-0.6,-5.2,96.7,3.7,3.3,0.0,115.8,10.9,0.83
COc1ccc(C(C#N)N2CCCCCC2)cc1OC (configuration not stated),-4.6,1.7,-6.3,99.6,0.4,-2.0,-0.1,106.4,9.6,0.86
O=c1c2ccccc2nc(/C=C/c2ccccc2)n1CCc1ccccc1,-10.2,2.2,5.6,99.3,0.8,2.3,-0.4,104.1,1.5,0.82
O=C(N/C(=C\c1ccc([N+](=O)[O-])cc1)C(=O)N1CCOCC1)c1ccccc1,-5.5,-0.3,-11.2,99.6,-1.1,-2.1,-0.2,106.1,-1.1,1.14
Cc1cc(CC(C)C)n(-c2nc3ccccc3c(=O)n2OCC(=O)N(C)C)n1,1.5,0.5,-3.6,117.6,-19.3,-1.4,-0.5,106.4,31.9,1.04
CC(=O)O[C@@H]1[C@@]2(C)O[C@H]2CC[C@]23O[C@H]2[C@H](OC3=O)C2=C(C)C(=O)O[C@@]21O,-2.8,-0.3,-4.8,100.6,-0.7,2.5,0.0,99.9,6.5,1.31
CNC(=O)CSc1nccn1Cc1ccc(Cl)cc1,5.9,-0.6,-3.7,97.8,0.6,-2.1,0.3,104.3,-7.0,1.43
Cc1ccc(/C=C2\SC(N3CCCC3)=NC2=O)cc1,29.1,-1.3,-17.5,115.0,-16.0,-5.2,0.5,81.1,3.2,1.63

# Whole records, looked up by structure. Order of values: STAT3 blocker | DTT redox prof | TLR4 MyD88 comp | STAT1 act | STAT1 blocker | HMGR II inh | Hsp70 activator | STAT3 activator | APP 5'UTR act | NF-kB neuron act
# CCOC(=O)C1CCCN(C(=O)Cn2sc3nc(C)cc(C)c3c2=O)C1 (configuration not stated) as listed: 1.9 | -1.3 | 10.0 | 98.8 | 1.3 | -0.3 | -0.2 | 102.4 | 10.8 | 1.23
# CC(=O)O[C@@H]1[C@@]2(C)O[C@H]2CC[C@]23O[C@H]2[C@H](OC3=O)C2=C(C)C(=O)O[C@@]21O as listed: -2.8 | -0.3 | -4.8 | 100.6 | -0.7 | 2.5 | 0.0 | 99.9 | 6.5 | 1.31
# COc1cccc(-n2c(Cn3nc(C(F)F)cc3C(F)F)n[nH]c2=S)c1 as listed: -1.6 | -0.3 | -3.2 | 105.3 | -5.9 | 0.7 | -0.4 | 99.2 | 5.0 | 1.05
